DTT redox prof = compounds producing H2O2 with reducing agent – biochemical, NIH compound library profiling, artefact control for MLSCN library redox annotation, primary screen | DTT-dependent redox cycling H2O2, phenol red/HRP absorbance; 100% = 100 µM peroxide control, 0% = buffer | activation, % at 10 µM | 0.03% of 200,000 active;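 active means activation of at least 50% relative to the plate's high and low controls in the primary single-dose screen; inactive means activation below 50%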;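 further: compound incubated with DTT at 0.8 mM final as the reducing agent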
Lmaj promast = reduces viability of Leishmania major promastigotes; AID 1063; inhibition, % at 10 µM; 9% of 200,000 active; resazurin fluorescence viability; in the data active means inhibition above about 50%;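 further: promastigotes grown with compound for 44 hours at 28 °C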
S1P3 antagonist = antagonists of human S1P3 receptor; CHO S1P3 NFAT-BLA reporter, FRET fluorescence, antagonist mode; inhibition, % at 4.98 µM; 0.27% of 170,000 active;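 active means inhibition above the plate cutoff, the mean inhibition of test wells on that plate plus 3 SD, cut at about 28% in these data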;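 further: cells challenged with S1P at its EC80 of 0.8 µM; blue over green emission ratio from cleaved BLA substrate after 4 h stimulation; 0% = S1P-stimulated wells and 100% = unstimulated DMSO-only wells; some compounds past the cut are filed as inactive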
PPARg SRC-1 ag = agonists of human PPARgamma SRC-1 coactivator recruitment; P37231; PPARgamma-SRC-1 coactivator recruitment biochemical assay; activation, % at 8 µM; 0.41% of 200,000 active; AID 631; in the data active means activation above about 19%;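 further: 0% = DMSO and 100% = reference agonist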
Target sequence (P37231 whole entry, looked up): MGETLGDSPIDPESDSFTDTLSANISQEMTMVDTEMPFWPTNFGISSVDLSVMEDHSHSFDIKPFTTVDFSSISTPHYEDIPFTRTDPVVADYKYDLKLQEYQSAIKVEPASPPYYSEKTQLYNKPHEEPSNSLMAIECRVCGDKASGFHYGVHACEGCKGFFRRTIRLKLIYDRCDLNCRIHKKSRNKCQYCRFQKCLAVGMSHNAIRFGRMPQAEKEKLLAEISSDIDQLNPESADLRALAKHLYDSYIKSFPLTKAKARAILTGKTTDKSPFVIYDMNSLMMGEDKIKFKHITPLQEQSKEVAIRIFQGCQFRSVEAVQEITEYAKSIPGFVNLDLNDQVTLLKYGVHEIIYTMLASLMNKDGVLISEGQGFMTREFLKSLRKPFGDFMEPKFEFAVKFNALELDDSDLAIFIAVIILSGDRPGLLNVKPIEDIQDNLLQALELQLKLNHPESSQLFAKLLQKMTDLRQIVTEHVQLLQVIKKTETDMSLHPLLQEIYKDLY
PPARg SRC2 recr = agonists of SRC-2 recruitment by human PPARgamma. PPARgamma LBD-SRC-2 recruitment, biochemical. activation, % at 8 µM. 0.34% of 200,000 active; in the data active means activation above about 22%;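 further: 0% = vehicle and 100% = reference agonist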
PPARg SRC-3 ag = promotes SRC-3 coactivator recruitment by human PPARgamma; biochemical PPARgamma/SRC-3 coactivator recruitment assay; activation, % at 8 µM; 0.26% of 200,000 active; AID 731; in the data active means activation above about 23%;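 further: 0% = DMSO and 100% = reference agonist; some compounds past the cut are filed as inactive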
TR-FRET SRC-2 ct = counter-screen for PPARgamma SRC-2 recruitment agonists: TR-FRET artefact. active compounds read high. TR-FRET ratio at 8 µM. 0.4% of 200,000 active; in the data active means TR-FRET ratio above about 2000; further: inactives centre near 1500
bIAP activator = increases bovine intestinal alkaline phosphatase activity; purified bovine IAP, CDP-star luminescence, 30 min; active compounds read high; fold of DMSO-control signal, blank-subtracted; activation factor at 20 µM; 0.17% of 200,000 active; AID 1016;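 active means activation factor of 2 or more at 20 µM, a signal rise over negative controls twice the positive control's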
TLR4-MyD88 BLA = inhibitors of human TLR4-MyD88 binding | 0.18% of 200,000 active | inhibition, % at 8.4 µM | O00206+Q99836 | HeLa CL3-4 TLR4/MyD88 BLA complementation, FRET ratio; in the data active means inhibition above about 25%;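 further: 0% = vehicle and 100% = reference inhibitor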
bIAP inh = blocks bovine intestinal alkaline phosphatase activity | inhibition, % at 20 µM | 190,000 tested, under 10 active | purified bovine IAP, CDP-star luminescence, 30 min;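 active means over 50% inhibition of intestinal alkaline phosphatase at 20 µM in the single-dose screen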
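test system = bovine IAP enzyme | medium = DEA buffer 100 mM, pH 9.8, with MgCl2 1.0 mM, ZnCl2 0.02 mM | detection = luminescence | dosing = single compound dose of 20 µM, 2% DMSO final | incubation = 30 min reaction at room temperature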
ROMK mod = modulators of human ROMK potassium channel; 2% of 130,000 active; Tet-inducible ROMK, thallium flux fluorescence; actives lie on both sides; P48048; AID 1918; B-score at 10 µM;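 active means signal ratio slope over the read window, or its plate-corrected B-score, at least 3 SD from the plate mean, either direction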;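 further: B-score of the F/F0 ratio slope over 7 to 12 s after thallium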
Target sequence (P48048 whole entry, looked up): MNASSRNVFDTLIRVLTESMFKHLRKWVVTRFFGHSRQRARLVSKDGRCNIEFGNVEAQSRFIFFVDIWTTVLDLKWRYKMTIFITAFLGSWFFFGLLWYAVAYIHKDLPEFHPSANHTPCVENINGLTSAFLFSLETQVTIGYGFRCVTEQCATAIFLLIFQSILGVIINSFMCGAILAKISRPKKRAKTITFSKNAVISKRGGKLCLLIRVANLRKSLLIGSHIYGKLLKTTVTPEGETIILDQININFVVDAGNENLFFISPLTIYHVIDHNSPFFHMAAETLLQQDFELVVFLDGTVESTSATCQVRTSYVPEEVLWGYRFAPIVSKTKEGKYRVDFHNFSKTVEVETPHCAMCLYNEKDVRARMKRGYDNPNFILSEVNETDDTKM
Starred values were filed as active, the others as inactive; nt = not tested or not shown.

SMILES	DTT redox prof	Lmaj promast	S1P3 antagonist	PPARg SRC-1 ag	PPARg SRC2 recr	PPARg SRC-3 ag	TR-FRET SRC-2 ct	bIAP activator	TLR4-MyD88 BLA	bIAP inh	ROMK mod
O=[N+]([O-])c1nn(-c2ccc(Cl)cc2)n(O)c1=NCc1cccnc1	0.0	96*	1	1	1	2	1499	0.9	-11	6	0.026
O=C(c1ccc2c(c1)OCO2)N1CCN(c2ccc(F)cc2)CC1	1.0	35	-14	-2	-10	-11	1376	1	-2	2	-0.31
Cc1ccc(OCCN2CCN(C(=O)CCC(=O)Nc3nnc(C)s3)CC2)cc1	4.0	-5	-47	0	-1	8	1472	0.9	2	13	nt
O=C1CC(/C=C/c2ccc(Cl)cc2)=Nc2ccccc2N1	-1.5	81*	9	3	0	6	1543	0.9	-8	6	-3.4*
Cc1ccc(-n2nc3c(c2NC(=O)c2ccccc2Br)CS(=O)C3)cc1 (stereo not given)	-1.3	-4	4	5	2	4	1581	1	0	2	nt
CC(c1nnc(SCC(=O)N2CCc3ccccc32)n1-c1ccc(Cl)cc1)N(C)C (stereo not given)	1.1	7	nt	9	4	11	1635	1	7	0	nt
C#Cc1ccc([C@H]2C=C(C(=O)N3CCN(Cc4ccc5c(c4)OCO5)CC3)O[C@@H](OCc3ccc(CO)cc3)C2)cc1	0.2	12	0	-5	0	2	1577	1.2	-2	-17	nt
Cc1ccc(Cl)cc1NC(=S)N(CCN(C)C)C(C)c1ccccn1 (stereo not given)	-0.9	17	-1	9	6	5	1647	0.9	2	6	0.18
CCC(c1nnnn1Cc1ccco1)N1CCN(c2cc(Cl)ccc2C)CC1 (stereo not given)	1.7	13	8	8	10	2	1686	1	-3	1	nt
O=C(O)C1CC(=O)N(c2ccc3c(c2)OCCO3)C1 (stereo not given)	0.3	-8	nt	9	8	7	1675	0.9	5	12	-0.3
Cc1cccc2sc(NC(=O)C3CCCO3)nc12 (stereo not given)	0.1	-4	-2	2	19	-6	1606	0.9	-10	10	-0.039
COC(=O)c1ccccc1NC(=O)c1ccccc1N(C)S(C)(=O)=O	7.6	19	1	3	9	-6	1528	1	-2	4	nt
COCCn1c(SCC(=O)Nc2ccc(N3CCOCC3)cc2)nc2ccccc21	0.4	-5	2	-6	4	1	1471	0.9	-7	10	nt
CCOc1ccccc1CNC(=O)CCN1C(=O)COc2ccccc21	2.3	0	26	-10	-10	-5	1449	1	5	0	nt
O=C(OCn1cncn1)c1ccc(Cl)cc1Cl	-0.6	-12	-21	2	3	3	1655	1	1	2	0.18
CCOC(=O)C1CCCN(CCC(=O)Nc2ccc(C)cc2)C1 (stereo not given)	1.1	12	nt	-4	-5	-2	1538	1.1	-4	-6	nt
COC(=O)c1cc2nc(-c3ccccc3)cc(C(F)(F)F)n2n1	-0.8	-4	nt	4	6	1	1617	0.5	-18	nt	0.54
CCOc1ccc(OCC)c(N=c2oc3c(C)ncc(CO)c3cc2C(N)=O)c1	1.8	3	-13	4	-2	-9	1397	0.8	-8	22	-0.85
C/C(=N/NC(=O)C1CC1(c1ccccc1)c1ccccc1)c1cccs1 (stereo not given)	0.6	14	-3	8	-4	1	1464	1	-5	4	nt
CCOC(=S)SCC(=O)N1CCc2ccccc2C1C1C(=O)CCCC1=O (stereo not given)	0.6	-5	2	-9	-8	1	1391	0.8	-7	16	nt
Cc1nn(C(C)C(=O)N2CCN(c3ccccn3)CC2)c(=O)c2cc3occc3n12 (stereo not given)	-0.1	-8	-2	0	3	-4	1439	1	-8	-1	nt
COc1ccc(CC(=O)NNS(=O)(=O)c2ccc3ccccc3c2)cc1OC	-0.4	-2	-6	-6	0	-1	1659	0.4	-5	nt	-0.39
O=C(Cc1ccc(Cl)cc1)Nc1ccc(-c2nnc(-c3ccco3)o2)cc1	0.3	6	nt	4	5	16	1500	0.9	11	14	-0.5
CC(C)C[C@H](NC(=O)c1nc[nH]c1C(=O)NC1CCN(C(=O)OC(C)(C)C)CC1)C(=O)OCc1ccccc1	-0.1	51*	-38	12	17	3	1633	1.5	-6	-48	nt
CCCCNC(=O)N1CCN(c2ncccn2)CC1	-1.5	4	-17	11	1	-1	1470	1.1	10	-12	0.02
O=C1CS/C(=C\S(=O)(=O)c2ccc(Cl)cc2)N1	1.9	14	0	4	0	-11	1501	1	7	-3	-0.58
O=S(=O)(c1cccc(Cl)c1Cl)N1CCCCC1	-1.0	1	16	8	11	3	1737	0.6	10	40	-0.93
Cc1cc(-c2nc3cccnc3s2)ccc1NS(=O)(=O)c1ccc2c(c1)OCCO2	-0.7	-3	nt	9	2	1	1466	1	-17	-5	nt
O=C1c2ccccc2C(Nc2ccc(S(=O)(=O)N3CCOCC3)cc2)N1c1cccnc1 (stereo not given)	-1.0	-4	-4	-7	-4	-6	1588	0.9	1	6	nt
CCCCSc1nnc([C@H](C)NC(=O)OC(C)(C)C)o1	1.7	21	8	1	39*	-7	2298*	0.9	3	7	nt
Cc1cccc(C)c1-n1nnnc1C1(Nc2ccccc2)CCCCC1	-13	100*	nt	3	2	2	1588	0.9	5	14	nt
Cc1c(NC(=O)C(C)OC(=O)c2ccc(Cl)nc2)c(=O)n(-c2ccccc2)n1C (stereo not given)	-0.4	-1	-1	4	7	-1	1484	0.9	-12	8	-0.98
c1nnc(-c2ccc3c(c2)OCO3)o1	-1.9	-11	-23	11	7	2	1769	1	3	-2	-0.37
COc1ccc(/C=C2/N=C(SCC(=O)Nc3cc(C)on3)N(c3ccccc3)C2=O)cc1	-0.3	-3	-7	4	6	2	1620	0.9	-10	7	0.61
COc1cc(NC(=O)CN(c2ccc(C)cc2)S(=O)(=O)c2c(C)nn(C)c2C)cc(OC)c1	-1.0	38	-15	7	6	6	1490	1.1	3	-9	nt
CCCCN(C)CCNC(=O)CSCc1ccc(C)cc1	-0.2	36	9	4	6	-1	1634	0.9	-4	11	0.1
O=C(O)CCC(=O)Nc1nc2ccc([N+](=O)[O-])cc2s1	-0.5	-7	-21	2	-1	3	1696	1	0	-5	0.036
O=C1NC(N2CCOCC2)=N/C1=C/c1ccc2c(c1)OCO2	-0.4	-1	-16	10	10	7	1729	1.1	-2	-11	-0.31
CSCCC1NC(=O)N(CC(=O)Nc2cccc3ccccc23)C1=O (stereo not given)	-1.2	-5	nt	-2	2	-7	1673	1	8	0	-0.73
CCOC(=O)/C(=N\Nc1ccccc1[N+](=O)[O-])c1csc(Nc2ccccc2)n1	-1.1	15	-16	4	-5	1	1767	0.7	0	33	0.82
Cc1cc(C(=O)Nc2ccccc2C(=O)O)ccc1NC(=O)COc1cccc([N+](=O)[O-])c1	-1.2	-11	-3	-4	-5	3	1404	0.9	5	7	0.39
O=C(Nc1ncc(Cc2ccc(SC(F)F)cc2)s1)c1ccccc1	0.2	-6	nt	3	4	20	1699	0.9	6	9	2.1
Cc1cccc(OCC(=O)N2CCCc3ccccc32)c1	-0.6	-7	-5	-4	-3	5	1295	0.9	6	9	-1.2
Cc1ccnc(NS(=O)(=O)c2cccc3nsnc23)c1	2.4	-6	-10	-4	1	-1	1423	0.9	7	6	0.18
S=c1[nH]nc(-c2ccc3c(c2)OCO3)n1-c1ccccc1	0.5	-5	-10	10	17	7	1853	0.7	-10	28	nt
COc1ccccc1C(=O)Nn1c(-c2cccs2)nc2ccccc2c1=O	-0.2	0	-6	4	8	4	1579	1	-3	3	-1.5
Cc1ccc2cc(C)c(NCCO)nc2c1	1.1	7	-33	-2	2	1	1517	0.9	-4	10	nt
C/C(=C\c1ccccc1)C(=O)c1c(C)cc(C)[nH]c1=O	0.0	20	-7	1	2	-1	1676	1	2	4	0.045
Cc1cc(OCCCC(=O)NCCN2C(=O)S/C(=C\c3cccnc3)C2=O)ccc1Cl	0.2	42	3	0	-2	-1	1667	0.9	4	6	-0.23
CSc1nnc2c(n1)OC(c1cn(C)c3ccccc13)N(C(C)=O)c1ccccc1-2 (stereo not given)	0.8	2	nt	-1	11	-5	1818	0.9	-1	6	nt
Cc1ccn(CC(=O)O)c(=O)c1	1.2	-4	-34	4	-2	1	1770	0.8	-10	16	0.2
Cc1ccc(-n2c(-c3cnccn3)n[nH]c2=S)cc1	0.5	-2	-20	-5	1	3	1491	0.9	3	5	-0.0072
CCCCCNC(=O)C1CCC(Cn2c(=S)[nH]c3ccccc3c2=O)CC1 (stereo not given)	-0.1	2	-4	-8	-1	-3	1469	1	1	2	0.83
CCCC(=O)Nc1ccc(Cl)c(NC(=S)NC(=O)c2cc3ccccc3o2)c1	-0.6	-1	6	1	10	0	1530	1	1	0	0.39
COc1cc(CCC(=O)NNC(=O)c2ccc(C)cc2)cc(OC)c1OC	0.0	-2	-12	-6	18	3	1445	1.2	-6	-19	nt
COC(=O)c1c(C)[nH]c(C(=O)/C=C/c2ccc(Cl)cc2)c1C	0.4	1	-12	-8	-5	-2	1603	0.9	-1	14	nt
O=C(O)C1=C[C@H](C2CC2)C[C@H](OCCCCO)O1	1.0	-7	2	1	1	1	1491	1.1	6	-10	nt
CCC1(C)Cc2c(sc3nc4n(c(=O)c23)CCCS4)CO1 (stereo not given)	1.7	5	-4	-2	9	-2	1371	nt	12	nt	-0.2
C=CCNC(=O)COC(=O)c1cccnc1Nc1ccccc1F	-1.6	-2	6	1	-6	-2	1443	1	5	-1	-0.78
CC(C)(C)c1ccc(C(=O)N/N=C/c2ccc(OCCCF)cc2)cc1	-0.1	5	0	2	-7	-4	1534	1	-4	-1	-0.035

The list continues.
SMILES	DTT redox prof	Lmaj promast	S1P3 antagonist	PPARg SRC-1 ag	PPARg SRC2 recr	PPARg SRC-3 ag	TR-FRET SRC-2 ct	bIAP activator	TLR4-MyD88 BLA	bIAP inh	ROMK mod
CCN(Cc1ccccc1)C(=O)c1ccccc1C	0.9	-2	15	-5	-3	3	1481	1	18	1	0.84
COc1cc([N+](=O)[O-])cc(/C=N/NC(=O)C(C)Nc2ccccc2C)c1O (stereo not given)	0.1	-12	-11	7	2	-2	1520	1	8	3	-0.95
CCOc1ccc2nc(N3C(=O)/C(=C/c4ccccc4)NC3=S)sc2c1	0.6	-2	-4	-8	-5	2	1584	1.4	8	-44	nt
CN1c2ccccc2N(C)C1(C)c1ccccc1	0.4	28	-14	2	3	0	1687	1.1	-6	-8	0.013
O=c1c2c(-c3ccccc3)csc2ncn1/N=C/c1cccc([N+](=O)[O-])c1O	0.8	2	11	9	-4	4	1429	0.9	14	9	-1

Another view of 4 compounds above:
The line under a structure holds: DTT redox prof, Lmaj promast, S1P3 antagonist, PPARg SRC-1 ag, PPARg SRC2 recr, PPARg SRC-3 ag, TR-FRET SRC-2 ct, bIAP activator, TLR4-MyD88 BLA, bIAP inh, ROMK mod
- CCN(Cc1ccccc1)C(=O)c1ccccc1C
    0.9, -2, 15, -5, -3, 3, 1481, 1, 18, 1, 0.84
- COc1cc([N+](=O)[O-])cc(/C=N/NC(=O)C(C)Nc2ccccc2C)c1O (stereo not given)
    0.1, -12, -11, 7, 2, -2, 1520, 1, 8, 3, -0.95
- CCOc1ccc2nc(N3C(=O)/C(=C/c4ccccc4)NC3=S)sc2c1
    0.6, -2, -4, -8, -5, 2, 1584, 1.4, 8, -44, nt
- CN1c2ccccc2N(C)C1(C)c1ccccc1
    0.4, 28, -14, 2, 3, 0, 1687, 1.1, -6, -8, 0.013
